# High-throughput results as filed in PubChem.
# CF NFkB block = cystic fibrosis NF-kB activation inhibition; inhibition, % at 5 µM; KKLEB NF-kB-GFP reporter, PAF-induced, GFP fluorescence overnight; 0.86% of 360,000 active;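 active = at least 50% inhibition at 5 µM, scaled per plate between neutral and stimulator controls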;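 also: PAF is a Pseudomonas aeruginosa culture filtrate used as stimulus; plate controls were PAF-stimulated DMSO wells for no effect and unstimulated DMSO wells for full effect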
# NR2E3 ag-1 = agonists of human nuclear receptor NR2E3; Q9Y5X4; GST-NR2E3/biotin-RetCOR TR-FRET, 1536-well; inhibition of corepressor binding, % at 4.78 µM; 0.12% of 320,000 active; AID 2300;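 active = percent inhibition above the cutoff of mean plus 3 SD of all tested compounds, set per screening campaign, cut at about 20% in these data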;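 also: 0% = DMSO wells and 100% = biotin wells as full block of FRET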
# Target sequence (Q9Y5X4 whole entry, looked up): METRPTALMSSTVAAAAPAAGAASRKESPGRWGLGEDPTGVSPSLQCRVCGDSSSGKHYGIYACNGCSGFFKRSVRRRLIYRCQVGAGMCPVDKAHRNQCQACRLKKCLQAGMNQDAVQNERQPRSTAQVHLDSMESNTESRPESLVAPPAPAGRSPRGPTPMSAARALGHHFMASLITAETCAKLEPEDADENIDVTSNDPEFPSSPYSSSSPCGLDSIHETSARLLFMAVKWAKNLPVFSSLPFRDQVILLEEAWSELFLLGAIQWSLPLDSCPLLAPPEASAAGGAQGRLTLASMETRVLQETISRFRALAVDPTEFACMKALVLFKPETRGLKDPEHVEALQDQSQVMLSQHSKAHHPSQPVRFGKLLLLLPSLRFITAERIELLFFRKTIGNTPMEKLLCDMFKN
#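 Material: NR2E3–RetCOR corepressor complex / Incubation: Compound–protein incubation for 5 h at 4 °C / Dosing: compound at 4.8 µM, single dose / Detection: time-resolved FRET / Benchmarks: high control biotin, low control 0.6% DMSO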
# TRAIL sens C8 = caspase-8 TRAIL sensitization. inhibition (viability loss, TRAIL sensitization), % at 10 µM. 1% of 360,000 active. NB7+C8 cells + TRAIL, ATPlite viability luminescence;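 active = compounds causing at least 50% loss of cell viability in the single-dose screen, relative to plate controls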
# TROY NFkB inh = blocks TROY-dependent signaling in reporter cells; Q293 LMP1-TROYcd NF-kB luciferase reporter, 4 h; 0.98% of 360,000 active; AID 1347056; inhibition, % at 10 µM;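 active = compounds whose plate-normalised and pattern-corrected inhibition of the luciferase reporter signal at the single screening dose is 50% or more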
# TRPM1 prom inh = MITF TRPM1 promoter inhibition in SK-MEL-5 cells; SK-MEL-5 TRPM1 promoter luciferase, 24 h; 0.83% of 330,000 active; inhibition, % at 12.5 µM;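 active = mean inhibition across replicates of 60% or more, whatever share of single replicates reaches that level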; also: values of inactives mirror those of a sister screen read the other way
# KKLEB tox = CF airway cell cytotoxicity counter-screen; activity change (cytotoxicity), % at 5 µM; 0.36% of 360,000 active; AID 602141; KKLEB CF airway cells viability, ATPlite luminescence, overnight; active compounds read low; cells stimulated with P. aeruginosa culture filtrate;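 active = corrected activity change at or below -50% at 5 µM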
# Shn3 inh set2 = inhibitors of Schnurri-3 3'UTR reporter in osteoblasts | inhibition, % at 12.5 µM | 0.52% of 360,000 active | Clone20 osteoblast Shn3 3'UTR firefly luciferase, 24 h;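 active = mean inhibition of at least 75% with every replicate also reaching 75%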;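 also: 0% = median of neutral control wells and 100% = pilot-screen positive control compound; some compounds past the cut are filed as inactive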
# TWEAK-Fn14 inh = inhibitors of TWEAK-Fn14 interaction signaling. TWEAK-stimulated Fn14 reporter cells, luciferase luminescence, 8 h. inhibition, % at 10 µM. 2% of 360,000 active. AID 1159606; in the data active = inhibition above about 50%
# NR2E3 ag-2 = human photoreceptor-specific nuclear receptor agonism; Q9Y5X4; CHO-S Gal4-NCOR/VP16-NR2E3 two-hybrid, luciferase; inhibition of corepressor binding, % at 3.98 µM; 0.35% of 360,000 active; AID 602229;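 active = inhibition above the mean of all tested compounds plus 3 SD, cut at about 70% in these data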;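 also: 0% = DMSO with NR2E3 transfected cells and 100% = cells lacking NR2E3 construct; higher means lower luciferase signal from less NR2E3 corepressor binding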
# HIF-2a block = HIF-2a inhibition | 786-0 RCC cells HIF-2a reporter, luciferase luminescence, overnight | inhibition, % at 18.8 µM | 0.72% of 360,000 active | AID 624352;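 active = inhibition of the luminescence signal of 40% or more relative to plate controls, in a single-dose primary screen at 18.75 µM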
# Peg3 promoter = Peg3 promoter activity inhibition; inhibition, % at 20 µM; 1.7% of 360,000 active; HeLa PEG-Prom luciferase reporter, luminescence, overnight; AID 588405;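 active = inhibition of at least 50% at 20 µM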
# Active calls of the source: *; nt = not tested or not shown. Some of the compounds tested; rates above refer to the full screens.
SMILES,CF NFkB block,NR2E3 ag-1,TRAIL sens C8,TROY NFkB inh,TRPM1 prom inh,KKLEB tox,Shn3 inh set2,TWEAK-Fn14 inh,NR2E3 ag-2,HIF-2a block,Peg3 promoter
CC(C)CCNC(=O)c1ccc2c(c1)ncn2C1CCCCC1,10,-4,-8,-4,-21,-4,57,-3,-13,-43,-45
COc1ccc(-c2nnc3ccc(SCC(=O)Nc4cc(C)on4)nn23)cc1OC,-7,1,1,-9,1,-7,12,3,6,22,-16
COc1ccc2nc(/C=N/NC(=O)[C@H](CCSC)NC(=O)OC(C)(C)C)ccc2c1,15,2,-1,-7,1,1,-6,23,-6,-4,5
COc1cc(N)c2ncccc2c1OC,2,nt,-1,8,12,17,6,-4,-7,11,14
O=C(NCC(c1ccco1)N1CCCC1)c1ccccc1Sc1ccc(C(F)(F)F)cc1[N+](=O)[O-] (stereo not given),7,-1,6,7,16,5,-9,24,-13,4,15
CCC1(C(=O)c2ccccc2)C2c3cc(Br)ccc3OC(=O)C21C(=O)N1CCOCC1 (stereo not given),9,1,-13,22,4,-2,-2,-29,-6,7,21
O=C(NNc1nc(-c2ccccc2)cs1)c1ccco1,14,1,0,-7,-10,2,-26,-1,-8,-25,-26
CCCCOc1ccc(NC(=O)C(=O)NCCC2=CCCCC2)cc1,9,1,14,2,-2,-4,5,-2,11,11,5
Cc1nnc2n(-c3ccccc3)c(=O)c3c4c(sc3n12)COC(C)(C)C4,0,3,-9,-11,5,15,1,3,-12,18,4
Cc1nn(C)cc1C1C(C#N)=C(N)N(c2ccc(F)c([N+](=O)[O-])c2)C2=C1C(=O)CCC2 (stereo not given),6,-3,13,-24,3,-9,14,-32,2,20,11
CCCCC[C@H](C)N1C[C@H](COCc2ccccc2)Oc2cc(N3CCC[C@@H]3CO)ccc2S1(=O)=O,nt,nt,14,4,nt,nt,nt,26,-33,3,nt
CS(=O)(=O)N(CC(=O)Nc1ccc(S(=O)(=O)N2CCOCC2)cc1)c1ccccc1Br,-1,1,2,-4,0,-3,0,2,-7,19,15
O=C(NNS(=O)(=O)c1ccc2ccccc2c1)c1cccs1,-13,4,-1,12,-2,-1,2,32,28,10,24
O=S(=O)(Nc1cnc2ccccc2c1)N1CCCCCC1,-15,-4,14,-3,16,-4,14,13,-1,-18,5
COc1ccc(OCc2cc(C(=O)NC(C)c3cnn(C)c3)no2)c(Cl)c1 (stereo not given),-15,-5,9,-49,-78,10,-82,-21,-103,-227,-161
COc1cccc(N2CCN(CC(=O)Nc3ccnn3C3CCCC3)CC2)c1,-19,2,18,-7,-4,-9,33,14,20,25,9
CC(=O)Nc1cc(-c2cccc(CO)c2)cn2c(-c3cccc(C(F)(F)F)c3)cnc12,-62,nt,6,-7,nt,4,11,2,-19,4,20
COc1ccc(OCCN2C(=O)c3ccccc3C2=O)cc1,2,-1,1,-33,-24,-3,-19,-27,-15,-72,-38
CN(C)C(CNC(=O)c1cccc(NS(=O)(=O)c2ccc(Br)cc2)c1)c1ccco1 (stereo not given),-22,2,0,-9,-3,14,-11,-1,-7,2,8
COc1ccc(C2CC(=O)Oc3cc4c(cc32)OCO4)cc1 (stereo not given),-4,nt,-6,4,4,10,-9,3,-20,5,-2
Cn1/c(=N\NC(=O)C2CCCCC2)sc2ccccc21,-13,-1,4,-47,-7,-18,-38,-10,-35,-187,-181
CCCc1[nH][nH]c(=O)c1C(c1cccc(Cl)c1)C(C#N)C#N (stereo not given),5,-3,11,2,16,-9,-38,19,0,15,26
COc1ccc(NC(=O)C(=O)c2cn(CC(=O)N3CCCC3)c3ccccc23)c(OC)c1,7,0,-1,7,-62,-8,-54,-15,-8,-88,-16
CCN(CC)CCn1c2c(c(SCC(=O)Nc3nc4ccccc4s3)nc1=O)CCC2,-2,-3,2,15,37,3,-12,34,-19,12,-7
CC(C)Oc1ccc(CNCCC2(C(C)C)CCOC(C)(C)C2)cc1 (stereo not given),-2,-4,6,-15,-6,-17,-21,3,-1,10,19
COC(=O)Cn1c(CN2CCN(c3ccccc3F)CC2)nc2c1c(=O)n(C)c(=O)n2C,20,nt,-2,4,nt,-24,72,-11,-7,6,14
COc1ccc(C(=O)n2nc(-c3ccco3)nc2N)cc1,18,1,1,-20,-21,-4,-9,-5,-3,-74,-57
CC1CCCCN1C(=O)CSc1nc(N)cc(=O)[nH]1 (stereo not given),-10,0,-1,8,-8,-1,4,-9,-7,5,2
CNC(=O)c1c(NC(=O)c2ccc(S(=O)(=O)N3CCCCC3C)cc2)sc2c1CCN(C)C2 (stereo not given),-1,2,18,-29,12,-6,-13,-7,-41,5,18
COc1ccc(CN2CCN(C(=O)c3ccc(S(=O)(=O)NCc4ccco4)cc3)CC2)cc1F,12,nt,-16,20,20,-12,4,12,10,7,10

# Entries of single compounds from above. Order of screens: CF NFkB block	NR2E3 ag-1	TRAIL sens C8	TROY NFkB inh	TRPM1 prom inh	KKLEB tox	Shn3 inh set2	TWEAK-Fn14 inh	NR2E3 ag-2	HIF-2a block	Peg3 promoter
# Results for COc1cccc(N2CCN(CC(=O)Nc3ccnn3C3CCCC3)CC2)c1 = -19	2	18	-7	-4	-9	33	14	20	25	9
# Results for CC(C)Oc1ccc(CNCCC2(C(C)C)CCOC(C)(C)C2)cc1 (stereo not given) = -2	-4	6	-15	-6	-17	-21	3	-1	10	19

# Reformatted tab-delimited: entries from further up.
SMILES	CF NFkB block	NR2E3 ag-1	TRAIL sens C8	TROY NFkB inh	TRPM1 prom inh	KKLEB tox	Shn3 inh set2	TWEAK-Fn14 inh	NR2E3 ag-2	HIF-2a block	Peg3 promoter
COc1ccc(OCCN2C(=O)c3ccccc3C2=O)cc1	2	-1	1	-33	-24	-3	-19	-27	-15	-72	-38
CN(C)C(CNC(=O)c1cccc(NS(=O)(=O)c2ccc(Br)cc2)c1)c1ccco1 (stereo not given)	-22	2	0	-9	-3	14	-11	-1	-7	2	8
COc1ccc(C2CC(=O)Oc3cc4c(cc32)OCO4)cc1 (stereo not given)	-4	nt	-6	4	4	10	-9	3	-20	5	-2
Cn1/c(=N\NC(=O)C2CCCCC2)sc2ccccc21	-13	-1	4	-47	-7	-18	-38	-10	-35	-187	-181
CCCc1[nH][nH]c(=O)c1C(c1cccc(Cl)c1)C(C#N)C#N (stereo not given)	5	-3	11	2	16	-9	-38	19	0	15	26
COc1ccc(NC(=O)C(=O)c2cn(CC(=O)N3CCCC3)c3ccccc23)c(OC)c1	7	0	-1	7	-62	-8	-54	-15	-8	-88	-16
CCN(CC)CCn1c2c(c(SCC(=O)Nc3nc4ccccc4s3)nc1=O)CCC2	-2	-3	2	15	37	3	-12	34	-19	12	-7
CC(C)Oc1ccc(CNCCC2(C(C)C)CCOC(C)(C)C2)cc1 (stereo not given)	-2	-4	6	-15	-6	-17	-21	3	-1	10	19
COC(=O)Cn1c(CN2CCN(c3ccccc3F)CC2)nc2c1c(=O)n(C)c(=O)n2C	20	nt	-2	4	nt	-24	72	-11	-7	6	14
COc1ccc(C(=O)n2nc(-c3ccco3)nc2N)cc1	18	1	1	-20	-21	-4	-9	-5	-3	-74	-57
CC1CCCCN1C(=O)CSc1nc(N)cc(=O)[nH]1 (stereo not given)	-10	0	-1	8	-8	-1	4	-9	-7	5	2
CNC(=O)c1c(NC(=O)c2ccc(S(=O)(=O)N3CCCCC3C)cc2)sc2c1CCN(C)C2 (stereo not given)	-1	2	18	-29	12	-6	-13	-7	-41	5	18
COc1ccc(CN2CCN(C(=O)c3ccc(S(=O)(=O)NCc4ccco4)cc3)CC2)cc1F	12	nt	-16	20	20	-12	4	12	10	7	10

# The list goes on:
SMILES,CF NFkB block,NR2E3 ag-1,TRAIL sens C8,TROY NFkB inh,TRPM1 prom inh,KKLEB tox,Shn3 inh set2,TWEAK-Fn14 inh,NR2E3 ag-2,HIF-2a block,Peg3 promoter
CCOC(=O)c1nnn(-c2nonc2OC)c1-c1ccccc1,-10,1,0,14,9,-2,8,24,1,8,5
COc1cnn(Cc2ccccc2)c(=O)c1SCc1ccccc1,13,-13,-6,4,7,-1,2,11,4,5,3
CCN1CCCC1CNC(=O)c1ccc(N2CCOCC2)c(NS(=O)(=O)c2ccc(OC)cc2)c1 (stereo not given),12,3,-10,7,1,-9,13,-16,-11,20,5
Cc1onc(-c2c(F)cccc2Cl)c1C(=O)NC(=S)NC1CCSC1=O (stereo not given),8,2,4,-8,11,2,-8,-10,-12,6,17
O=C(NC(=S)NC(CO)c1ccccc1)c1ccc(F)cc1 (stereo not given),6,0,-1,-18,-14,-6,-1,22,-20,-103,-25
CC(=O)N1CCN(C(=O)c2cc(S(=O)(=O)NCc3ccccc3)ccc2C)CC1,20,-7,1,-3,-4,-15,19,-4,-22,20,16
CC1(C)C2CCC1(CS(=O)(=O)NCc1ccc(Cl)cc1Cl)C(=O)C2 (stereo not given),2,1,18,3,-1,3,-8,-2,-24,10,23
Cc1cc(C=O)c(C)n1-c1ccc(N2CCCC2)c([N+](=O)[O-])c1,20,3,-11,32,13,-6,32,1,16,-12,11
CCOC(=O)N1CCC(N(C(=O)Nc2ccccc2)C(C)CC)CC1 (stereo not given),9,-3,-25,-8,4,2,1,-10,-7,-20,-1
Brc1cccc(OCCOCCn2ccnc2)c1,0,-4,1,-18,-8,11,0,-21,0,-9,-16
CCOCCCNC(=O)C(c1ccc(C)cc1)N(Cc1cccs1)C(=O)c1ccccn1 (stereo not given),8,4,8,-20,-5,4,4,21,13,14,16
COc1cc(C(=O)Nc2ccc(NC(=O)c3cccc(Cl)c3)nc2)cc(OC)c1OC,3,nt,32,21,4,3,10,20,-21,-11,40
CC(NS(=O)(=O)c1ccc(Br)s1)c1ccccc1 (stereo not given),10,2,6,5,-18,-5,-55,2,-8,13,22
COc1cc(NC(=O)COC(=O)CCOc2ccc(C)cc2)cc(OC)c1,15,0,-12,25,12,-8,0,-2,-17,0,5
CC1=C(C(=O)N(C)C)CC(CC(=O)NCCCCc2ccccc2)C(=O)N1CCCN1CCCC1=O (stereo not given),11,nt,2,-1,nt,-5,-11,3,26,9,-53
O=C(COC(=O)Cc1c[nH]c2ccccc12)Nc1c(Cl)cccc1C(F)(F)F,-7,-2,10,-15,15,-7,-1,4,-4,11,3
CCOC(=O)c1c(NC(=O)C[n+]2ccc(N(C)C)cc2)sc(C)c1C,-17,1,0,-27,7,1,-3,-12,0,7,16
COc1ccc(CCN2C(=O)COc3ccccc3C2C(=O)NC(C)(C)C)cc1OC (stereo not given),nt,nt,-13,-11,nt,nt,nt,20,-10,8,nt
CC1(C(=O)O)CCCN1C(=O)c1ccco1 (stereo not given),4,nt,-8,-4,nt,-5,-12,-15,31,-13,0
COc1ccc(-c2nn(-c3ccccc3)cc2/C=C2/SC(=S)N(Cc3ccco3)C2=O)c(C)c1,15,1,-4,0,2,-23,-8,3,-1,12,8
